FEN1 inhibitor – human FEN1 inhibition | P39748 | Recombinant FEN1 flap cleavage, fluorescence, 15 min | Potency, µM (highest dose often 114 µM), for the others: at the highest dose activity change, negative = inhibition, hits mostly inhibitors | actives 0.35% (n = 390,000) | AID 588795; also: nearly all actives have a fitted effect of over 65% in size
Target sequence (P39748 whole entry, looked up): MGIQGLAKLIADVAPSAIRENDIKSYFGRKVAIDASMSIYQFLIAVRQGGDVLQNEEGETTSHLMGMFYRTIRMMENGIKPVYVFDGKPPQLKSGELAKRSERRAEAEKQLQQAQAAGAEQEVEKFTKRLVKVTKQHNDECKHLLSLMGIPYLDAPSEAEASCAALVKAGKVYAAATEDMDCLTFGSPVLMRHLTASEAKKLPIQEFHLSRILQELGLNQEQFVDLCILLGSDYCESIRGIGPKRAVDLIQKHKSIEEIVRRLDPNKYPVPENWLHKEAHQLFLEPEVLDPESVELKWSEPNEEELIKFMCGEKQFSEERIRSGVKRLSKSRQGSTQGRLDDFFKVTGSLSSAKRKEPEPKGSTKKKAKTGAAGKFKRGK
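Reaction started by adding substrate (50 nM final) to 10 nM enzyme after 15 min room-temperature compound preincubation. Reads at 0 and 15 min, with data normalized and fitted to a four-parameter Hill equation.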
N370S GC mod – inhibits or activates N370S mutant glucocerebrosidase | P04062 | N370S GC spleen homogenate, 4MU-glucoside fluorescence | Potency, µM (series often up to 59.4 µM), without a hit: at the top dose activity change, negative = inhibition, actives largely listed as inhibitors | actives 0.092% (n = 330,000) | AID 2101;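 also: 0% = full enzyme activity and -100% = no enzyme basal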
GCN5L2 inh – inhibitors of human GCN5L2 histone acetyltransferase | Potency, µM (doses to about 58.9 µM), for the others: at the top dose activity change, negative = inhibition, hits mostly inhibitors | actives 0.21% (n = 390,000) | AID 504327 | Q92830 | GCN5L2 HAT assay, ThioGlo1 CoA-SH fluorescence
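Fluorescence readout, Ex340nm/Em540nm: ThioGlo1 (50uM final) reacts with free CoA thiol released as 20nM GCN5L2 acetylates H3(1-25) peptide (75uM) using acetyl-CoA (70uM). Compound and enzyme sat 15 min beforehand; 20 min room-temperature reaction.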
* marks the source's active call; other numbers are inactive results; u = inconclusive; x = no result given; & = joins results of further samples; [ ] = dose if it differs, or a comment. Calls follow the shape of the dose curve; as a rule, active = well fitted curve in the direction sought with a large enough effect; inconclusive = small, poorly fitted or top-dose-only effect, or another doubt; inactive = no such curve, though single readings can be large; an effect the other way counts as inactive or inconclusive. Unless noted, % is scaled to controls: 0 for no effect and ±100 for the full control effect; potency is read from the fitted curve at half-maximal effect. These rows are one share of the data; the hit share may differ from the screen's.

SMILES	FEN1 inhibitor	N370S GC mod	GCN5L2 inh
COc1cc([C@@H]2Oc3cc([C@H]4Oc5cc(O)cc(O)c5C(=O)[C@H]4O)ccc3O[C@H]2CO)ccc1O	x	u	x
Cc1cccc(Nc2cc(Cl)nc(SCC(=O)O)n2)c1C	x	5.9%&1.6%&-11.1%&7.6%&-15.4%	x
Oc1cc2c(cc1O)[C@@H]1c3ccc(O)c(O)c3OC[C@]1(O)C2	x	-10.5%	x
C/C=C/C=N/NC(=O)c1ccncc1	x	x	-0.5%
CO/N=C(/C(=O)N[C@@H]1C(=O)N2C(C(=O)O)=C(C[n+]3ccc(N)n3CCO)CS[C@H]12)c1csc(N)n1	x	x	-8.0%
Cc1cccc(C)c1NC(=O)CN(CC(=O)O)CC(=O)O	x	x	6.8%
O=C(Nc1ccc(Cl)c(Cl)c1)C1CC1	x	x	-2.2%
CCCOC(C(=O)OC1CCN(C)CC1)(c1ccccc1)c1ccccc1	x	x	-4.4%
OCc1ccccn1	x	x	1.8%
COc1ccc(-c2ccc3cc(C(=O)O)ccc3c2)cc1C12CC3CC(CC(C3)C1)C2	x	x	-16.7%
Cc1ccc2nc(N)[nH]c(=O)c2c1Sc1ccncc1	x	x	-13.3%
CNC1CCCN(c2c(F)cc3c(=O)c(C(=O)O)cn(C4CC4)c3c2OC)C1 (centres undefined)	x	x	-9.9%
CCCCCCCCCCCCCCNCCO	x	x	2.2%
CC(=O)N1CC(O)CC1C(=O)O (centres undefined)	x	x	-2.5%
CC(=O)Nc1ncc([N+](=O)[O-])s1	x	x	-9.0%
NS(=O)(=O)c1cc(-c2nn[nH]n2)c(NCc2cccs2)cc1Cl	x	x	-4.7%
COc1c(O)cc2c(c1O)[C@@H]1OC(CO)C(O)C(O)[C@H]1OC2=O (some centres undefined)	-15.7%	x	x
NC1(c2ccc(-c3nc4ccn5c(=O)[nH]nc5c4cc3-c3ccccc3)cc2)CCC1	u	x	x
Cn1c(=O)n(-c2ccc(C(C)(C)C#N)cc2)c2c3cc(-c4cnc5ccccc5c4)ccc3ncc21	-1.9%[229 µM]	x	x
O=C1Cc2c([nH]c3ccc([N+](=O)[O-])cc23)-c2ccccc2N1	12.7%	x	x
COC(=O)C1=CO[C@@H](OC2OC(CO)C(O)C(O)C2O)[C@@H]2[C@@H](C)[C@@H](O)C[C@H]12 (some centres undefined)	20.1%	x	x

Ordered by length of the SMILES (smallest number first): twelve of the compounds above.
SMILES	FEN1 inhibitor	N370S GC mod	GCN5L2 inh
OCc1ccccn1	x	x	1.8%
CCCCCCCCCCCCCCNCCO	x	x	2.2%
O=C(Nc1ccc(Cl)c(Cl)c1)C1CC1	x	x	-2.2%
CC(=O)Nc1ncc([N+](=O)[O-])s1	x	x	-9.0%
Cc1cccc(Nc2cc(Cl)nc(SCC(=O)O)n2)c1C	x	5.9%&1.6%&-11.1%&7.6%&-15.4%	x
Cc1cccc(C)c1NC(=O)CN(CC(=O)O)CC(=O)O	x	x	6.8%
CCCOC(C(=O)OC1CCN(C)CC1)(c1ccccc1)c1ccccc1	x	x	-4.4%
Oc1cc2c(cc1O)[C@@H]1c3ccc(O)c(O)c3OC[C@]1(O)C2	x	-10.5%	x
O=C1Cc2c([nH]c3ccc([N+](=O)[O-])cc23)-c2ccccc2N1	12.7%	x	x
COc1c(O)cc2c(c1O)[C@@H]1OC(CO)C(O)C(O)[C@H]1OC2=O (some centres undefined)	-15.7%	x	x
Cn1c(=O)n(-c2ccc(C(C)(C)C#N)cc2)c2c3cc(-c4cnc5ccccc5c4)ccc3ncc21	-1.9%[229 µM]	x	x
COc1cc([C@@H]2Oc3cc([C@H]4Oc5cc(O)cc(O)c5C(=O)[C@H]4O)ccc3O[C@H]2CO)ccc1O	x	u	x

Source: PubChem
